Screens from PubChem BioAssay.
M1 PAM parental: nonselective calcium activators in parental CHO-K1 cells, primary screen, counter-screen for M1 PAM project, cell-based, Fluo-8 calcium fluorescence, full deck, 1536-well. activation, % at 3 µM. ATP EC20; 0% at ATP EC20, 100% at ATP max. 360,000 compounds, 0.02% hits;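 active = activation above the run cutoff, the mean activation of all test compounds plus 3 SD, cut at about 40% in these data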;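 note: peak over basal fluorescence ratio in a 140 s read after ATP addition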
CHRM4 PAM: human M4 muscarinic receptor positive allosteric modulators, primary screen, CHO-K1 cells, Fluo-8 calcium fluorescence; Muscarinic acetylcholine receptor M4 (Homo sapiens), P08173; 360,000 compounds, 0.4% hits; CHO-K1 hM4/Gqi5, ACh EC20; 0% = ACh EC20, 100% = maximal ACh; activation, % at 3 µM; AID 624126, 2012;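 active = activation above its plate's cutoff, the mean activation of sample wells plus 3 SD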; note: some results filed as inactive read as strong as hits
CHRM5 antagonist: human M5 muscarinic receptor antagonists, primary screen, CHO cells, Fluo-8 calcium fluorescence | CHO-hM5 cells, ACh EC80 | inhibition, % at 3 µM | 360,000 compounds, 0.59% hits;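 active = inhibition above a per-plate cutoff, the mean of that plate's test compounds plus 3 SD, cut at about 27% in these data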;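 note: 0% = acetylcholine EC80 with DMSO and 100% = DMSO without agonist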
Target sequence (P08912 whole entry, looked up): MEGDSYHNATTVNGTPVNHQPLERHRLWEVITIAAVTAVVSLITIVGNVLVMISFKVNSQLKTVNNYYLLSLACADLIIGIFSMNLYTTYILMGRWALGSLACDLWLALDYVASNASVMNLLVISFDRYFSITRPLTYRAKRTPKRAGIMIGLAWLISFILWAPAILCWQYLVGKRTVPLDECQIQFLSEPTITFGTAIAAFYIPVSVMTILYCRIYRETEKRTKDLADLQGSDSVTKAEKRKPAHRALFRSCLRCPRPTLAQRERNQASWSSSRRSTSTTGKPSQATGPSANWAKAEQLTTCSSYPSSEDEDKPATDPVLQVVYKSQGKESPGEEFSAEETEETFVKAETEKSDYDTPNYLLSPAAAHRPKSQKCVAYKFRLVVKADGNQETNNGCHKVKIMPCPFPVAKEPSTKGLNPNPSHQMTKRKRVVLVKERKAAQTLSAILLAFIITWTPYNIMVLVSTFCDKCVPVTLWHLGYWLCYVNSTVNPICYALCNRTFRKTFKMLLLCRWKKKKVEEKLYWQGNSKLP
CRFBP-R2 agonist: agonists of CRF-BP/CRF-R2 complex, primary screen, cell-based, HEK293, calcium dye fluorescence, uHTS; CRF-binding protein / CRF receptor 2 complex (human); calcium dye fluorescence (FLIPR); percent of saturating CRF peptide response; activation, % at 13.2 µM; 350,000 compounds, 0.46% hits; AID 588473, 2011;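 active = activation of at least 50%, plus an integration ratio under a set limit after plate pattern correction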;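 note: plate controls were neutral control wells without compound for no effect and CRF at EC100 for full effect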
M5 ag: human M5 muscarinic receptor agonists, primary screen, CHO-K1 cells, Fluo-8 calcium fluorescence; Muscarinic acetylcholine receptor M5 (Homo sapiens), P08912; CHO-K1 hM5 cells; 0% DMSO wells, 100% maximal acetylcholine response; activation, % at 3 µM; 360,000 compounds, 0.19% hits;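 active = activation above the run's mean over test compounds plus 3 SD, cut at about 23% in these data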;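 note: signal is peak over basal fluorescence ratio across the kinetic read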
CRFR2-BP antag: antagonists of CRF-BP/CRF-R2 complex, primary screen, cell-based, HEK293, calcium dye fluorescence, uHTS. CRF-induced calcium fluorescence. inhibition, % at 11.8 µM. 350,000 compounds, 0.59% hits. AID 588475, 2011;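 active = inhibition of the ligand-induced calcium signal above about 50% at the single tested concentration, limit read from the data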
TAAR1 antag: human TAAR1 antagonists, primary screen, Fluo-8 calcium fluorescence, CHO RD-HGA16 cells; Trace amine-associated receptor 1 (Homo sapiens), Q96RJ0; antagonist; inhibition, % at 3 µM; 360,000 compounds, 1.5% hits;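 active = inhibition above a per-plate cutoff, the mean inhibition of test compounds on that plate plus 3 SD, cut at about 49% in these data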;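 note: 0% = DMSO plus EC80 beta-PEA response and 100% = DMSO alone without agonist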
Target sequence (Q96RJ0 whole entry, looked up): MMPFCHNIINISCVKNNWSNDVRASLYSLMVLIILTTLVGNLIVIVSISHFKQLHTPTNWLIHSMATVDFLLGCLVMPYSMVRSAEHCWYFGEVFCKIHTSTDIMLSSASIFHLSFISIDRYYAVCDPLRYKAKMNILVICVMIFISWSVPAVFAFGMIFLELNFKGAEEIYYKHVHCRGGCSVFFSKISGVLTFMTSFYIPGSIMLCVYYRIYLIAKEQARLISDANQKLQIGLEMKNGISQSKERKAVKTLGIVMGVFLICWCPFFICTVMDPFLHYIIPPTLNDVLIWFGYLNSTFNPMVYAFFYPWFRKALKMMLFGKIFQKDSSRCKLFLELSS
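Test system: RD-HGA16 CHO cells with stable hTAAR1 and Gα16 / Probe or stimulus: EC80 β-phenethylamine stimulus / Times: seeding 17-24 h prior, 75-min 37 °C, 30-min RT dye loading / Detection: Fluo-8 calcium-sensitive fluorescence / Read-out basis: % inhibition scaled between DMSO and EC80 PEA controls / Repeats: singlicate, one well per test compound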
TAAR1 ag: human TAAR1 agonists, primary screen, Fluo-8 calcium fluorescence, CHO RD-HGA16 cells. Trace amine-associated receptor 1 (Homo sapiens), Q96RJ0. vehicle wells 0%, saturating PEA agonist 100%. activation, % at 3 µM. 360,000 compounds, 0.99% hits. AID 624467, 2012;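 active = activation above the mean activation of all test compounds in the run plus 3 SD, cut at about 38% in these data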
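Repeats: no replicates (n 1) | Material: CHO-derived RD-HGA16 cells with stable Gα16 and human TAAR1 | Technique: Kinetic Fluo-8 calcium fluorescence | Schedule: 17-24 h seeding, 75 min 37 °C dye, 30 min RT | Evaluation: % activation from peak over basal fluorescence ratio, DMSO-to-PEA scaled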
CHRM5 PAM: human M5 muscarinic receptor positive allosteric modulators, primary screen, CHO-K1 cells, Fluo-8 calcium fluorescence; Muscarinic acetylcholine receptor M5 (Homo sapiens), P08912; CHO-K1 hM5, ACh EC20 PAM; 0% = ACh EC20, 100% = ACh EC100; activation, % at 3 µM; 360,000 compounds, 0.3% hits;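 active = activation above the run cutoff, the mean activation of all test compounds plus 3 SD, cut at about 18% in these data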
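Probe or stimulus: acetylcholine, EC20 level; Assay system: human M5 receptor in CHO-K1 cells; Schedule: compound preincubation 140 s before EC20 acetylcholine addition; Technique: intracellular calcium via Fluo-8 fluorescence; Dosing: single-point, 3 µM nominal; Read-out basis: percent activation from peak-over-basal fluorescence ratio, scaled EC20-to-EC100 acetylcholine; Repeats: one well per compound, no replicates.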
Numbers without * were called inactive; . = not tested or not shown.

#	SMILES	M1 PAM parental	CHRM4 PAM	CHRM5 antagonist	CRFBP-R2 agonist	M5 ag	CRFR2-BP antag	TAAR1 antag	TAAR1 ag	CHRM5 PAM
1	CC(=O)c1cccc(NC(=O)CCc2nnc3ccc(N4CCOCC4)nn23)c1	18	-1	6	2.2	-5	1	-9	2	-5
2	COCCCNC(=S)NNC(=S)NCCCOC	10	4	3	-0.6	3	10	-40	2	9
3	COc1ccc(-c2c(-c3ccccc3)c(C(=O)C(=O)NCCCN(C)C)n3ccc4cc(OC)c(OC)cc4c23)cc1OC	-27	-4	20	-2.5	-2	-13	-11	0	-4
4	CCCNC(=O)C1(C)CCCN(C(=O)COCc2ccccc2)C1 (stereo not drawn)	-3	-5	1	.	0	.	-29	1	-4
5	N#Cc1ccc(NC(=O)COC(=O)c2cccnc2Cl)cc1	-21	-2	6	4.1	3	0	11	1	-14
6	Cc1onc(-c2ccccc2)c1-c1nnc(CN2CCN(S(=O)(=O)c3ccccc3)CC2)o1	-2	0	-5	0.2	5	2	10	4	-7
7	CCSc1nnc(CCNC(=O)OC(C)(C)C)o1	-1	0	3	-0.1	1	-6	-8	5	-3
8	COc1cc2c3nnc(-c4ccc(F)cc4)c-3cn(Cc3ccc(C)cc3)c2cc1OC	-4	6	-3	0.1	0	-7	3	0	5
9	COc1ccc(OC)c(CC(NC(C)=O)C(=O)NC2CCN(c3c(Cc4ccccc4)c(C)nc4ncnn34)CC2)c1 (stereo not drawn)	14	-6	7	0.1	1	8	10	2	-7
10	CCC(C(=O)O)N1C(=O)/C(=C/C(C)=C/c2ccccc2)SC1=S (stereo not drawn)	13	1	6	-3.9	-6	7	-18	-2	-4
11	COc1ccc(S(=O)(=O)N2CCN(C(=O)c3cc(C)on3)CC2)cc1	16	9	4	-0.9	-9	0	-2	1	6
12	CCOC(=O)CNC(=O)C1CCCN(c2ncccn2)C1 (stereo not drawn)	12	2	-3	6.3	2	-10	-10	1	2
13	COc1nc(-c2ccc(C)cc2)ccc1-c1noc(-c2cccnc2)n1	-6	1	9	-0.9	-3	-12	12	1	-12
14	COC(=O)c1ccccc1NC(=O)CC(NCc1ccccc1)C(=O)O (stereo not drawn)	.	.	.	10	.	-3	-15	14	.
15	O=C(Nc1ccccc1N1CCCC1)c1ccc(Br)o1	20	-4	-8	0.4	-2	4	12	2	7
16	O=C(Nc1cnc2sccn2c1=O)c1ccccc1Cl	17	3	0	-1.6	2	9	-1	-1	-2
17	CCCCCCCCNC(=O)c1cnsn1	10	7	6	-1.0	-6	5	2	10	2
18	CC(C)(C)c1ccc(S(=O)(=O)NCc2ccc(C(=O)N3CCOCC3)cc2)cc1	9	22	-17	0.8	1	-9	3	14	3
19	Cc1ccc(CCNS(=O)(=O)c2cc(Br)cnc2N)cc1	4	-11	8	-0.6	-6	-11	-41	9	-7
20	CC1Sc2ccc(S(=O)(=O)N3CCC(C(=O)N(C)Cc4ccccc4)CC3)cc2NC1=O (stereo not drawn)	-22	-8	12	1.5	16	3	13	7	-6
21	CCOc1cc(/C=C2/C(=O)ON=C2C)ccc1OCc1ccccc1F	-8	6	-6	47	-1	-73	-7	3	0
22	O=C(NC1CCCCC1)C1c2ccccc2C(=O)N1Cc1ccc2c(c1)OCO2 (stereo not drawn)	14	-7	8	-2.3	0	12	-7	-1	1
23	CCOc1nc2cnccc2n(CC(=O)Nc2c(F)c(F)cc(F)c2F)c1=O	-9	5	0	-1.3	-3	-6	-4	1	1
24	O=C(O)CCCNc1cc(N2CCN(C(=O)c3ccco3)CC2)c2noc3c2c1C(=O)c1ccccc1-3	8	4	1	7.7	0	9	11	5	3
25	Cc1ccc(-c2nnn(CC(=O)N(Cc3ccc(F)cc3)C(C(=O)NC3CCCC3)c3ccncc3)n2)o1 (stereo not drawn)	17	-2	7	-0.6	-6	-4	10	2	-9
26	C=CCN(C(=O)CC(NC(C)=O)c1ccccc1)c1nc(-c2ccc(S(C)(=O)=O)cc2)cs1 (stereo not drawn)	-2	3	-2	4.8	-1	-22	-36	5	1
27	O=S(=O)(CCc1ccncc1)C1Cc2cccc3cccc1c23 (stereo not drawn)	9	-7	11	2.4	-3	18	-11	2	-4
28	COc1cc(C=O)ccc1OCCOCCOc1ccccc1Cl	16	9	-1	1.9	-1	7	-1	1	6
29	CCOC(=O)/C=C1\SCC(=O)N1CC(=O)NC(c1ccccc1)c1ccccc1	26	-7	0	1.0	1	5	13	7	-3
30	O=C(O)COc1ccc(-c2nnn(CC(=O)O)n2)cc1	19	1	-3	-0.7	-1	0	14	13	-2
31	O=C(C1CCN(Cc2cccs2)CC1)N1CCN(Cc2ccc3c(c2)OCO3)CC1	19	0	4	-0.1	-6	21	4	1	2
32	CC(C)Oc1ccc(Cn2c(=O)sc3ccccc32)cc1	-2	1	8	2.5	-6	10	16	9	-5
33	CSc1ccc(CN2CCC(n3nccc3NC(=O)c3ccccc3C)CC2)cc1	6	-5	3	2.0	-2	0	-4	5	-3
34	CN(Cc1ccccc1)C(=O)COc1ccc2ccccc2c1	17	-4	17	-5.1	-12	9	-19	-1	-5
35	Cc1ccc(C(=O)N2CCN(c3ccccn3)CC2)cc1	15	-4	18	-2.1	1	4	-30	0	1
36	COc1ccc(NC(=O)CSCc2cc(=O)n3c(C)csc3n2)cc1	-7	-8	-10	0.7	-3	12	-13	0	7
37	Cc1ccc(C)c(NC(=O)c2ccc(OCc3c(C)noc3C)cc2)c1	4	6	2	0.1	-2	-1	9	18	-2
38	Cn1nc(C(=O)Nc2nnc(C3CC3)s2)c2ccccc2c1=O	13	4	9	-0.6	2	7	-4	2	2
39	CCN(CC)C(=O)c1cccc(-c2csc(C(C)(O)c3cccc(F)c3)n2)c1 (stereo not drawn)	9	-10	11	.	7	.	80*	11	-20
40	CC(C)c1ccc(-c2csc3nc[nH]c(=O)c23)cc1	-5	-7	23	-0.6	-1	2	0	3	-5
41	O=C(C[n+]1cccc(O)c1)NCc1ccc(Cl)cc1	9	-6	9	0.3	-2	-2	-9	8	9
42	COc1cccc(/C=C2\Oc3cc(OCC(=O)N4CCCC4)ccc3C2=O)c1OC	-5	1	2	0.5	1	2	-9	3	-1
43	COc1ccccc1N(C)S(=O)(=O)c1ccc(C(=O)OCC(=O)N2CCC2)cc1	29	3	-12	-0.8	-4	6	-8	11	0
44	Cc1ccc(N(CC(=O)Nc2ccc(F)c(Cl)c2)S(=O)(=O)c2c(C)noc2C)cc1	10	-1	9	2.5	-3	-21	25	10	0
45	CCn1c2ccccc2c2cc(NC(=O)CN(C)CC(=O)Nc3ccc(N4CCOCC4)cc3)ccc21	11	5	4	0.1	-5	4	16	4	2
46	O=C(C1CC(=O)N(c2ccccc2)C1)N1CCN(c2ccccc2)CC1 (stereo not drawn)	12	6	-3	-0.7	-2	-2	-16	0	2
47	CC(C)(C)OC(=O)NCCCCCc1cn(CC(=O)NCCCCCCCCCCC(=O)N2CCN(C(=O)OC(C)(C)C)CC2)nn1	14	0	12	0.7	6	4	-9	4	-9
48	Cc1c(OC(C)C(=O)NCCCn2ccnc2)ccc2c3c(c(=O)oc12)CCC3 (stereo not drawn)	14	3	3	0.2	-5	7	-18	0	-4
49	CC(C)(C)n1ncc2c(=O)n(CC(=O)NCc3ccc(F)cc3)cnc21	12	0	0	3.2	-1	7	11	6	-3
50	COc1ccc2c(c1)[nH]c1c(=O)n(CCN(C)C)cnc12	8	4	-2	-0.6	-4	-2	-9	5	3
51	Cc1ccc(NC(=O)c2n[nH]c(=O)c3ccccc23)cc1S(=O)(=O)N1CCOCC1	5	3	5	-1.9	5	-34	18	10	-7
52	O=C(CCNS(=O)(=O)c1ccccc1C(F)(F)F)NCc1ccc2c(c1)OCO2	21	0	-5	-1.6	-2	5	-6	9	4
53	CCOc1cccc2cc(C(=O)NCc3ccccc3Cl)c(=O)oc12	12	-2	2	0.2	0	5	-22	-2	2
54	N#CCCCC#Cc1ccc2c(c1)COc1c3ccccc3nn1-2	7	2	6	-1.5	-5	-11	39	15	3
55	Cc1nnc(SCC(=O)NCc2ccc(Cl)cc2)[nH]c1=O	0	10	-2	0.6	-6	-5	14	2	3

Rows are unselected; any-hit rate near 4.2%.
